Screening data (PubChem)
BAP1 inh: inhibitors of human BAP1 deubiquitinase; activity remaining (% of control), % at 20 µM; AID 436; recombinant BAP1, Ub-AMC hydrolysis fluorescence kinetic; stronger effect = lower value; Q92560; 0.48% of 72,000 active;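 active means activity remaining at or below 50% of control, provided the compound also passes the data quality filters; inactive means the rest, including low values that fail the filters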;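 further: 100% = DMSO wells rate and 0% = substrate alone blank rate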
Target sequence (Q92560 whole entry, looked up): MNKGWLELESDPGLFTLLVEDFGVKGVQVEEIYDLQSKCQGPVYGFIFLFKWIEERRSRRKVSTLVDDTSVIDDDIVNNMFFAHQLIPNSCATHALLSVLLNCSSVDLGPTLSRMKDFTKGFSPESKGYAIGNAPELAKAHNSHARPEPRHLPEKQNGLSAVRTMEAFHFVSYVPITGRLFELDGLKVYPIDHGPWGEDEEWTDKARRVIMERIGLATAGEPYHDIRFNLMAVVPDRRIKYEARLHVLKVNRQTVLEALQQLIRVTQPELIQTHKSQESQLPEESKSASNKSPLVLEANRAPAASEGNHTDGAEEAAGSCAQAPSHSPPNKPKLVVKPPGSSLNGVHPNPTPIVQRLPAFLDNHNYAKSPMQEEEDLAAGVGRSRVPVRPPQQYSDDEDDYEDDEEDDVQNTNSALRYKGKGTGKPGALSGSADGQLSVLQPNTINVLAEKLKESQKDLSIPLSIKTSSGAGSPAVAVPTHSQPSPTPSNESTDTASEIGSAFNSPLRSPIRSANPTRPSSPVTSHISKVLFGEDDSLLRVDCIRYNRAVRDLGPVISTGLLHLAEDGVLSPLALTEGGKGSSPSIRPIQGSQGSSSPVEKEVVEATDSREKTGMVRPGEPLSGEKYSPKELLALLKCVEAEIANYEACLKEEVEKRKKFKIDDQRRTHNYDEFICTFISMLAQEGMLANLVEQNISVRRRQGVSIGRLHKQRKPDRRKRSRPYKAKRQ
HePTP inhibitor: human HePTP phosphatase inhibition. recombinant HePTP phosphatase activity, OD absorbance. inhibition, % at 20 µM. 0.64% of 110,000 active. AID 521; in the data active means inhibition above about 50%;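 further: plate controls were vehicle for no effect and reference inhibitor for full effect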
Target sequence (P35236 whole entry, looked up): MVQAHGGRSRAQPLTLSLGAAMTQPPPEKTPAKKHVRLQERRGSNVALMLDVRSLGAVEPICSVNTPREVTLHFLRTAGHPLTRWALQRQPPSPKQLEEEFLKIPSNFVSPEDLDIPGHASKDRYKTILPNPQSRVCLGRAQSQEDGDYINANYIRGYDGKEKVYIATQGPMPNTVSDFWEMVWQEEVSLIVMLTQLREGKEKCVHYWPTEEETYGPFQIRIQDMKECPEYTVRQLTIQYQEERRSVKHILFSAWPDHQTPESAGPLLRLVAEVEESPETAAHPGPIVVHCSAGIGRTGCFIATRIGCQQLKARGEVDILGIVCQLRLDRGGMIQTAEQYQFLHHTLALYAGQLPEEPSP
The depositor's hits bear a star; x = no result given.

Value order – BAP1 inh, HePTP inhibitor
O=C(c1ccccc1Oc1ccccc1)N1CCN(c2ccc([N+](=O)[O-])cc2)CC1
  x, -15
CCc1sc(NC(=O)CN2CCOCC2)nc1-c1ccccc1
  83, 4
CN1C(=O)/C(=C/c2cccn2-c2cccc([N+](=O)[O-])c2)SC1=S
  x, 5
CC1(C)C2CCC1(CS(=O)(=O)N1CCCc3ccccc31)C(=O)C2 (configuration not stated)
  x, 6
COc1ccc2c(c1OC)C(=O)N(c1cccc(F)c1)C2
  x, 5
CN(C)c1ncc(C(=O)O)cn1
  106, 7
O=C(NCCCc1ccccc1)C(F)(F)F
  x, -4
CCCOc1cccc(C(=O)Nc2cccc(-c3nc4ccc(C)cc4o3)c2)c1
  50, x
Cc1cn(S(=O)(=O)c2ccc3ccccc3c2)cn1
  x, 4
CCc1nnc(NC(=O)C(CC)CC)s1
  x, 2
N/C(=N/N=C\c1cc(Br)ccc1O)c1ccccn1
  x, 1
CCn1nnc(NC(=O)COc2cc(C)ccc2C(C)C)n1
  164, 1
Cc1c(Cl)cccc1NC(=O)COc1ccc(Cl)cc1
  x, -6
CN(C)S(=O)(=O)c1ccc2nc(NC(=O)c3cccnc3)sc2c1
  x, 9
O=C(CSc1nnc2ccccn12)Nc1ccccc1C(=O)NC1CC1
  114, 7
C=CCn1c(CCC(=O)O)ccc1-c1ccccc1
  69, 3
CCn1c(=O)cc(OCC(=O)N2CCN(C(=O)c3ccco3)CC2)c2ccccc21
  108, -5
O=C(COc1ccc(Cl)cc1)N(c1ccccc1)c1ccccc1
  x, 6
CC(C)c1ccc2oc(-c3cc(N)ccc3O)nc2c1
  81, 3
COc1ccc(C2Nc3ccccc3C(=O)N2c2ccc(Cl)cc2)c(OC)c1 (configuration not stated)
  x, -13
Cc1nc2ccccc2nc1OCC(=O)NCc1ccc2c(c1)OCO2
  87, 10
CCc1ccc(CC)c(S(=O)(=O)Nc2ccc(C(=O)O)c(O)c2)c1
  52, -8
COc1cccc(NC(=O)CSc2nnc(COc3ccc4c(c3)CCCC4)o2)c1
  69, x
COC(=O)c1ccccc1NC(=O)c1ccc(I)cc1
  x, 7
CCOC(=O)C1CCN(C(=O)c2ccc(Br)o2)CC1
  53, 11
O=C(O)c1cccc(-c2ccc(/C=N/Nc3ccc([N+](=O)[O-])cn3)o2)c1
  x, 102*
O=Cc1cc(Br)ccc1OCc1ccccc1F
  x, 3
CCOCCOC(=O)C1=C(C)NC2=C(C(=O)CCC2)C1c1cccc(Cl)c1 (configuration not stated)
  180, 0
COc1cccc(-n2nnc3c(=O)n(C/C=C/c4ccccc4)cnc32)c1
  81, 5
O=C(CSc1nnc(COc2ccc(Cl)cc2)n1Cc1ccco1)c1ccccc1F
  x, 7

Continued, overlapping the part above by seven compounds.
Value order – BAP1 inh, HePTP inhibitor
COC(=O)c1ccccc1NC(=O)c1ccc(I)cc1
  x, 7
CCOC(=O)C1CCN(C(=O)c2ccc(Br)o2)CC1
  53, 11
O=C(O)c1cccc(-c2ccc(/C=N/Nc3ccc([N+](=O)[O-])cn3)o2)c1
  x, 102*
O=Cc1cc(Br)ccc1OCc1ccccc1F
  x, 3
CCOCCOC(=O)C1=C(C)NC2=C(C(=O)CCC2)C1c1cccc(Cl)c1 (configuration not stated)
  180, 0
COc1cccc(-n2nnc3c(=O)n(C/C=C/c4ccccc4)cnc32)c1
  81, 5
O=C(CSc1nnc(COc2ccc(Cl)cc2)n1Cc1ccco1)c1ccccc1F
  x, 7
CCCCSc1nc2c(c(=O)[nH]c(=O)n2C)n1CCc1ccccc1
  89, -6
Cc1cc(=O)oc2cc(OCC(=O)Nc3sc4c(c3C(N)=O)CCC4)ccc12
  x, -4
Cc1cc(C)c(NC(=O)COc2ccc(Br)c(C)c2)c(C)c1
  x, 2
O=C(/C=C\Nc1ccc2c(c1)OCO2)c1cccs1
  x, -1
CCOc1ccc(/C=C2\C(=O)NC(=O)N(c3ccc(C)cc3)C2=O)cc1Cl
  x, -11
COc1ccc(N2CC(C(=O)OCC(=O)c3ccc(Br)cc3)CC2=O)cc1 (configuration not stated)
  x, -5
O=C1CCc2cc(S(=O)(=O)NCCC(=O)NC3CCN(Cc4ccccc4)CC3)ccc2N1
  102, -1
CCCCCn1c(N2CCN(Cc3ccccc3)CC2)nc2c1c(=O)[nH]c(=O)n2C
  94, 3
Clc1ccc(CN2C3=NCCN3c3ccccc32)cc1Cl
  101, 9
Nc1c(Cl)c(Cl)nc(Cl)c1Cl
  86, x
Cn1c(=O)c2cc(S(=O)(=O)NCCC(=O)N3CC=C(c4ccccc4)CC3)ccc2n(C)c1=O
  103, 6
CC(C)(C)c1cc(Br)ccc1OCC(=O)Nc1ccccc1[N+](=O)[O-]
  x, 1
Cc1cc(Cl)cc(C)c1OCC(=O)O
  x, -1
O=C1NC(=O)N(c2ccc(F)cc2)C(=O)/C1=C/c1cc(Cl)c(O)c(Cl)c1
  x, 8
O=C(CCCc1nc(-c2ccccc2)no1)NCc1cccnc1
  100, -2
Cc1ccc(NC(=O)c2cc(-c3ccc(C)o3)nc3ccccc23)nc1
  x, 3
Cc1cc(C)n(CC(O)CN2C(=O)NC(C)(C)C2=O)n1 (configuration not stated)
  70, -4
O=C(O)CCC(=O)N1CCOc2ccc(Cl)cc21
  96, 4
CC1(C)CC(=O)C(=CN2CCN(C(=O)c3ccco3)CC2)C(=O)C1
  92, 4
CCOC(=O)c1nnn(-c2nonc2-n2cccc2)c1CN1CCCCC1
  60, 11
CCn1c(=O)cc(SCC(=O)NCC2CCCO2)c2ccccc21 (configuration not stated)
  88, 7
O=C(c1cccs1)N1CCC(c2nc3ccccc3s2)CC1
  95, 11
O=C(c1ccc(Cl)cc1)c1cc([N+](=O)[O-])ccc1Cl
  x, -18
CCOC(=O)CSCCOc1ccc(/C=C2/C(=O)NC(=O)N(c3ccc(C)cc3)C2=O)cc1OC
  x, -18
CCCc1nnc2n1N=C(c1ccc(OC)c(OC)c1)CS2
  88, 13
COc1cc(OC)cc(OCC(O)Cn2cnc(-c3ccccc3)c2)c1 (configuration not stated)
  120, 8
CC(C)(C)c1ccc(-c2nn(CNc3cccc(Cl)c3)c(=S)o2)cc1
  x, -9
COc1ccc(CCNc2nc(N3CCCCC3)nc(N3CCCCC3)n2)cc1OC
  131, 7
O=C(CSc1nnc(-c2ccccn2)n1Cc1ccco1)c1ccccc1
  x, 8
CC(=O)N1SC(N)=NC1c1ccccc1 (configuration not stated)
  107, 8
Cc1nnc(C)n1/N=C/c1ccc(-c2ccccc2)cc1
  x, 1
O=C(O)CSc1nc(-c2ccccc2)nc2c1oc1ccccc12
  78, 11
Cc1ccc2cc(C(c3nnnn3C3CCCC3)N(Cc3ccccc3)Cc3ccco3)c(=O)[nH]c2c1 (configuration not stated)
  104, 1
CC(C#N)Sc1ncnc2sc3c(c12)CCC3 (configuration not stated)
  112, 7
N#Cc1ccc(/C=N/N2C(=O)C3C(C2=O)C2C=CC3C23CC3)c([N+](=O)[O-])c1 (configuration not stated)
  x, -14
O=C1S/C(=C\c2cccs2)C(=O)N1Cc1ccccc1
  x, 0
O=C(CCN1C(=O)c2ccccc2C1=O)Nc1cc(C(F)(F)F)ccc1Cl
  x, 1
Cc1ccccc1OCC(=O)NCCC(=O)O
  101, 8
COc1ccc(CN2CCN(C(=O)c3cccc(Cl)c3)CC2)cc1OC
  x, 10
CCOC(=O)CCC(NC(=O)c1ccc(NCN2C(=O)CCC2=O)cc1)C(=O)OCC (configuration not stated)
  79, 3
N/C(=N\OC(=O)c1ccccc1Br)c1ccccc1
  x, 2
O=C(Nc1cccnc1)C1CCCN1S(=O)(=O)c1ccc(Cl)c(Cl)c1 (configuration not stated)
  101, 7
O=C(COC(=O)c1cnccn1)Nc1ccc2c(c1)OCO2
  92, 7
CCC(C)C(=O)N1c2ccccc2C(N(C(=O)COc2ccccc2)c2ccccc2)CC1C (configuration not stated)
  118, -3
COc1ccc(CCn2c(=S)[nH]c3cc(C(=O)NCc4ccco4)ccc3c2=O)cc1OC
  134, 5
CCC(=O)n1/c(=N/C(=N)N)nc(C)c2ccc(C)cc21
  x, 10
COc1cc(OC)c(C(=O)Oc2ccc3c(c2)OCO3)cc1OC
  102, 8
C#CCSc1nc2ccccc2n1C(=O)/C=C/c1cccc([N+](=O)[O-])c1
  x, 0
CC1=C(C(=O)OC(C)C)C(c2ccncc2)C2=C(CC(c3ccccc3)CC2=O)N1 (configuration not stated)
  62, x
CCOC(=O)c1cnc2ccc(C(=O)OC)cc2c1NCc1ccco1
  x, -3
COc1cccc(C(=O)NC2CCN(CC(=O)NCc3ccccc3OC)CC2)c1
  104, -2
COc1cc(N2N=C(c3ccccc3)CC2c2ccccc2)c(C=O)cc1C=O (configuration not stated)
  x, 6
COc1ccc(-c2c(C#N)c(N)nc(SCC(=O)OCc3ccccc3)c2C#N)cc1
  x, 2
Cc1cc(C)cc(NC(=O)CSc2nnc(-c3ccccc3Br)o2)c1
  65, 2
O=c1nc(N2CCOCC2)c(Cl)cn1-c1nc(-c2ccccc2)oc1-c1ccccc1
  100, x
CSc1cccc(NC(=O)CSc2ccccc2)c1
  59, -1
O=C(c1ccc(I)cc1)N1CCc2ccccc21
  x, -10
Cc1noc(C)c1C(=O)NC(C)c1ccc2c(c1)OCO2 (configuration not stated)
  x, -11
Cc1ccccc1CSc1nnc(-c2ccccn2)n1N
  x, 11
Cc1ccc(OCc2nc(-c3ccc(Cl)cc3)no2)c(Br)c1
  x, 5

(more compounds)
Value order – BAP1 inh, HePTP inhibitor
CCC(C)[C@H](NC(=O)NCc1cccc(OC)c1)C(=O)O (some centres not stated)
  116, 12
CCOC(=O)c1cnc(SCC(=O)Nc2nnc(CC)s2)nc1N
  105, 4
C=C(C)COc1ccc(-c2n[nH]c(C)c2-c2ccccc2)c(O)c1
  90, -3
COC(=O)COc1ccc(S(=O)(=O)N2CCOCC2)cc1
  93, 2
O=C(Cc1cn2ccsc2n1)OCc1ccccc1
  104, 11
CC(C)c1nc(SCc2ccccn2)c2c(=O)n(C)c(=O)n(C)c2n1
  100, 6
Cc1nc(SCC(C)C)[nH]c(=O)c1Cc1ccccc1
  102, 4
CC(C)=CCCC(C)NCc1ccco1 (configuration not stated)
  x, 3
N#Cc1nc(-c2ccccc2)oc1NCCN1CCCCC1
  63, 2
COc1ccc(-n2c(O)c(C=Nc3ccc(C)cc3)c(=O)[nH]c2=O)cc1
  x, -15
CN(C)c1cccc(C(=O)NC(c2ccccc2)c2ccccc2)c1
  x, -7
Cn1c(=O)oc2cc(Cl)c(C(=O)O)cc21
  x, 3
Nc1cccc(C(=O)Nc2ccco2)c1
  66, 3
CCOc1ccccc1N1CCN(C(=O)c2cc(-c3ccccc3)nc3ccccc23)CC1
  x, -4
COc1ccc(NS(=O)(=O)c2ccc(O)c(C(=O)OCC(=O)N3CC(C)OC(C)C3)c2)cc1 (configuration not stated)
  144, 3
O=S1(=O)c2ccccc2-c2cc(-c3nc(C4=CNC5C=CC=CC45)[nH]c3-c3ccccc3)ccc21 (configuration not stated)
  x, -8
COc1cccc2c(C)c(C(=O)O)[nH]c12
  91, 28
COc1c(Cl)ccc(Cl)c1C(=O)Nc1cccc(Br)c1
  x, 0
C=CCN1C(=O)/C(=C\c2ccc(OCCOCCOc3ccc(C)cc3)cc2)SC1=S
  x, 11
CC(C)Cc1nnc(NC=O)s1
  90, x
COc1ccc(COC(=O)C2=C(C)NC3=C(C(=O)CC(C)(C)C3)C2c2ccc(Cl)c([N+](=O)[O-])c2)cc1 (configuration not stated)
  x, -13
CCN(CC)S(=O)(=O)c1ccc(N)cc1
  x, -13
Cc1cccc(OCCn2c(C)nc3ccccc32)c1
  x, 8
O=C(OCn1nnc2ccccc2c1=O)c1cccnc1
  104, 4
CCc1ccc(CNCc2ccc3c(c2)OCO3)cc1
  x, 9
Cc1cc(C)nc(SCC(=O)N/N=C/c2cc([N+](=O)[O-])ccc2O)n1
  x, -10
CCOC(=O)CCc1c(C)nc2c(c(C)nn2C(C)(C)C)c1C
  89, -2
CN(C)S(=O)(=O)c1cc([N+](=O)[O-])ccc1N1CCc2ccccc2C1
  132, x
COc1ccccc1N1CCN(C(=O)Cn2cnc3c2c(=O)n(C)c(=O)n3C)CC1
  x, 5
CCCc1cc(C(=O)NC2CCCC2)no1
  100, 7

Four entries from above, set out differently:
SMILES | BAP1 inh | HePTP inhibitor
Cc1cccc(OCCn2c(C)nc3ccccc32)c1 | x | 8
O=C(OCn1nnc2ccccc2c1=O)c1cccnc1 | 104 | 4
CCc1ccc(CNCc2ccc3c(c2)OCO3)cc1 | x | 9
Cc1cc(C)nc(SCC(=O)N/N=C/c2cc([N+](=O)[O-])ccc2O)n1 | x | -10

Later entries.
Value order – BAP1 inh, HePTP inhibitor
Cc1ccc(S(=O)(=O)n2nc(OC(=O)C3CCCCC3)cc2N)cc1
  105, 7
O=C(c1ccc(I)cc1)N1CCOCC1
  x, 2
Cc1ccc(CC2C(=O)N(c3cc(C)ccc3C)C(=O)C2C)cc1 (configuration not stated)
  x, -10
COC(=O)C1=C(C)OC(N)=C(C#N)C1c1cc(OC)ccc1OC (configuration not stated)
  104, 5
COc1cc(NC(=O)c2ccccc2I)ccc1NC(=O)c1ccco1
  x, 3
COC(=O)C1=C(C)Nc2ncnn2C1c1ccc(OCc2ccccc2)cc1 (configuration not stated)
  107, 2
O=C(Nc1cccc(Cl)c1)c1cccc(NC(=S)Nc2ccc(F)cc2)c1
  x, 104*
CCOC(=O)c1ccccc1NC(=O)c1cnn2c1NC(c1ccccc1)CC2C(F)(F)F (configuration not stated)
  x, 4
Cc1c(N2C(=O)CS/C2=N\N=C\c2ccc(Cl)cc2)c(=O)n(-c2ccccc2)n1C
  x, 1
O=C(Nc1ccccc1-c1nc2ccccc2s1)c1ccc(S(=O)(=O)N2CCCCCC2)cc1
  204, x

Rows are unselected; any-hit rate near 0.83%.
